Screening data: PubChem, several laboratories
NCF1 inh: p47phox/p22phox peptide binding inhibitors, primary screen, biochemical, uHTS, NADPH oxidase regulatory subunit; Neutrophil cytosol factor 1 (Homo sapiens), P14598; AID 1274, 2008; hit rate 0.53% among 220,000; fluorescence polarization, 2 h; inhibition, % at 24.7 µM;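 active = inhibition above about 30%, limit read from the data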;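 note: 0% = p47phox with labelled peptide and 100% = labelled peptide alone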
Target sequence (P14598 whole entry, looked up): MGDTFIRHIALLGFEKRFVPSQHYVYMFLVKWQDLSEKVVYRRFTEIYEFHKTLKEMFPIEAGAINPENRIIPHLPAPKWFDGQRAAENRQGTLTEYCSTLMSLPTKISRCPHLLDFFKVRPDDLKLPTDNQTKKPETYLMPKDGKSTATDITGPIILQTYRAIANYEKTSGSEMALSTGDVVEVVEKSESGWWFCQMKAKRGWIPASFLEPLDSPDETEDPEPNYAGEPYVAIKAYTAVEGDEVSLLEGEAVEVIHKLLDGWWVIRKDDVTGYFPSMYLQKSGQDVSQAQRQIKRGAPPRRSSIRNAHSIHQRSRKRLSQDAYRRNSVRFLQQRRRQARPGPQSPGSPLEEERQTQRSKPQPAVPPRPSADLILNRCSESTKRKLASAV
EBV gp42 inh: Epstein-Barr virus gp42 inhibitors, primary screen, biochemical, uHTS, fluorescence polarization. Glycoprotein 42 (Epstein-Barr virus (strain AG876)), Q1HVG2. Fluorescence polarization binding assay, mP read-out. inhibition, % (tested at 21.74 µM). hit rate 0.42% among 220,000; in the data active = inhibition above about 50%
Runt-SMMHC FRET: inhibitors of RUNX1 Runt–CBFb-SMMHC binding, primary screen, biochemical, FRET, Cerulean-Runt, Venus-CBFb-SMMHC, uHTS | Runt-related transcription factor 1 (Homo sapiens) + Core-binding factor subunit beta … | Cerulean-Runt/Venus-CBFb-SMMHC FRET ratio 530/480, 1 h | inhibition, % at 20 µM | hit rate 0.74% among 220,000;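 active = mean inhibition across duplicate retests at 20 µM reaching about 50%, limit read from the data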;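 note: 0% = DMSO wells and 100% = wells with excess untagged CBFb-SMMHC; inhibitors lower the FRET ratio by blocking Runt binding to CBFb-SMMHC; some results filed as inactive read as strong as hits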
Target sequence (Q01196 whole entry, looked up): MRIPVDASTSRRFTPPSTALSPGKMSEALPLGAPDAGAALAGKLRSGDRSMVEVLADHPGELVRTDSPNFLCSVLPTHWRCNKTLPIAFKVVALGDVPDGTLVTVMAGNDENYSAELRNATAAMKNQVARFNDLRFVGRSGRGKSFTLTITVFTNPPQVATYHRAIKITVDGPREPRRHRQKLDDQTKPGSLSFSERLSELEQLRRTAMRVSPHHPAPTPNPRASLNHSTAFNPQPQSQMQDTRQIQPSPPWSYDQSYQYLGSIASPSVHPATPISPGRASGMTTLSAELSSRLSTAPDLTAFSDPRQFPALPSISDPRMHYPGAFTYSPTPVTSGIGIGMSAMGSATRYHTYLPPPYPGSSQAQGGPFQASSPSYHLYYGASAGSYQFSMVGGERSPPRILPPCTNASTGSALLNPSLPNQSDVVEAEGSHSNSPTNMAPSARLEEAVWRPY
Target sequence (Q13951 whole entry, looked up): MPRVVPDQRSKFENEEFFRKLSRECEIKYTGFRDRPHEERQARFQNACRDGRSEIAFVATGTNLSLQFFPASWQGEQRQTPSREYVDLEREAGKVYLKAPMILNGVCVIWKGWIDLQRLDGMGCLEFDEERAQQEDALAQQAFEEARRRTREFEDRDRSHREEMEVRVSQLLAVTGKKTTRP
m-calpain inh: inhibitors of pig calpain II, primary screen, biochemical, fluorogenic peptide substrate, 1536-well. purified calpain II, 30 min. inhibition, % at 16 µM. hit rate 0.37% among 220,000. AID 1236, 2008;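 active = inhibition above about 50%, limit read from the data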
TbHK1 inh: Trypanosoma brucei hexokinase 1 inhibitors, primary screen, biochemical, G6PDH-coupled NADH absorbance, MLSCN library. hexokinase 1 [Trypanosoma brucei]. recombinant TbHK1, G6PDH-coupled NADH A340. inhibition, % at 10 µM. hit rate 0.11% among 220,000;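 active = inhibition of 50% or more in the single-dose primary screen; inactive = inhibition below 50%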
Runt-CBFb FRET: inhibitors of RUNX1 Runt–CBFb binding, primary screen, biochemical, FRET, Cerulean-Runt, Venus-CBFb, uHTS | Runt-related transcription factor 1 (Homo sapiens) + Core-binding factor subunit beta … | Cerulean-Runt/Venus-CBFb FRET ratio 530/480, 1 h | inhibition, % at 20 µM | hit rate 0.46% among 220,000 | AID 1496, 2009;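 active = inhibition over about 50% at 20 µM in the single-dose screen, limit read from the data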;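 note: 0% = DMSO wells and 100% = excess unlabeled CBFb competitor control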
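Buffer or medium: Tris pH 7.5 buffer with BSA. Assay system: Cerulean-labeled Runt domain protein. Amount: each fluorescent fusion protein 100 nM. Read-out basis: loss of energy transfer signal. Incubation: 1 h compound exposure, room temperature. Probe or stimulus: Venus-CBFb binding partner, 100 nM. Detection: FRET, excitation 422 nm, emission at 530 and 480 nm.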
Furin inh: human furin inhibitors, primary screen, biochemical, fluorescence intensity; hit rate 0.061% among 220,000; purified furin, fluorogenic substrate cleavage; P09958; inhibition, % at 30 µM; AID 463115, 2010; in the data active = inhibition above about 25%; note: inactives centre near -15
RBBP9 inhibitor: human RBBP9 inhibitors, primary screen, biochemical, fluorescence polarization, FP-Rh probe, HTS. recombinant RBBP9. inhibition, % at 7.94 µM. hit rate 0.2% among 220,000;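 active = inhibition above the campaign mean of all tested compounds plus 3 SD, cut at about 14% in these data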;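 note: plate controls were DMSO wells with RBBP9 for no effect and wells lacking RBBP9 protein for full effect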
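Controls: DMSO-treated enzyme wells and wells lacking RBBP9 | Material: RBBP9 protein | Technique: Fluorescence polarization | Replication: Single well per compound, no replicates | Buffer or medium: Tris-NaCl-Pluronic buffer, pH 8.0 | Timing: 30 min compound preincubation, 45 min probe labeling, 25 °C | Read-out basis: Percent inhibition from mP, scaled between DMSO and no-protein wells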
p97 ATPase inh: inhibitors of human p97 ATPase, primary screen, biochemical. Transitional endoplasmic reticulum ATPase (Homo sapiens), P55072. recombinant p97 ATPase, Kinase-Glo ATP luminescence, 3 h. inhibition, % at 8 µM. hit rate 0.42% among 220,000. AID 1481, 2009; in the data active = inhibition above about 15%;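 note: 0% = DMSO vehicle and 100% = wells lacking enzyme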
Active calls of the source: *; nt = no result given; [ ] = dose if it differs, or a comment. Not a hit list, and some 2.7% of all compounds hit somewhere here.

SMILES	NCF1 inh	EBV gp42 inh	Runt-SMMHC FRET	m-calpain inh	TbHK1 inh	Runt-CBFb FRET	Furin inh	RBBP9 inhibitor	p97 ATPase inh
CCCN1C2CCCC1CC(NC(=O)c1cc(OC)c(OC)c(OC)c1)C2 (stereo not given)	3	-11	0	6	0	-1	-17	-5	8
CC1CCCCN1S(=O)(=O)c1ccc(S(=O)(=O)N(Cc2ccccc2)Cc2ccco2)cc1 (stereo not given)	-21	-3	2	-5	12	-2	-15[20 µM]	1	-3
Cc1nonc1OCCNc1ccc([N+](=O)[O-])cc1	-3	5	-1	6	-10	3	-10	-9	-1
COc1ccc(N2CCN(S(=O)(=O)c3ccc(C(=O)NC4CCCC4)cc3)CC2)cc1	-4	3	3	13	1	-4	-9[20 µM]	-1	0
Oc1ccc(Cl)cc1C1=NNC(c2ccc(Cl)cc2)C1 (stereo not given)	-37	-11	-5	-36	-9	1	-29	-15	5
COc1cc(C(=O)NCCCN2CCCC2=O)cc(OC)c1OC	-10	5	-3	-6	0	1	-16[20 µM]	-1	0
O=C(c1ccccc1)N1CCn2c1nc1ccccc12	-2	-13	-5	-26	0	1	-16	-7	3
O=C(Nc1ccccc1C(=O)NCc1cccnc1)c1cccc([N+](=O)[O-])c1	-4	0	2	-20	0	1	-16	9	5
COc1ccc(Cn2c(O)c(/C=C3/C=CC=N3)c(=O)[nH]c2=O)cc1	-24	6	22	-29	-9	-3	-24	-3	1
O=C(Nc1cccc(Cl)c1)NC1(C(=O)NCc2cccs2)CCCCC1	-9	-15	-6	14	-3	0	-11[20 µM]	4	-3
COc1ccc(OC(=O)c2cnc3n(c2=O)CCS3)cc1	-8	-11	-2	10	-8	1	-6	-5	8
COCCNC(=O)c1ccc2c(=O)n(Cc3ccco3)c(SCC(=O)NC3CCCCC3)nc2c1	-6	-4	-2	2	-4	-1	-9	-3	5
O=C1c2cccc3c(O)ccc(c23)C(=O)N1Cc1ccco1	6	172*	-234	35	-8	-328	-23	9	6
COc1ccc(NC(=O)CC2C(=O)N(c3cccc(OC)c3)C(=O)N2CCC(C)C)cc1 (stereo not given)	0	-13	-4	-8	-6	-2	-6[20 µM]	-4	0
COCCCNC(=O)c1ccc(N(C)S(=O)(=O)c2ccc(OC)cc2)cc1	-8	-2	0	3	3	-1	-18[20 µM]	1	2
Cc1cccc(C)c1OCc1n[nH]c(=S)n1N	-1	-14	4	-23	3	8	-34	-3	6
Cn1c(CNC(=O)c2ccco2)nnc1SCC(=O)N1c2ccccc2Sc2ccccc21	-7	-29	4	0	-7	-1	-18[20 µM]	-4	3
CCOC(=O)CSc1nnc(CNc2ccc(Cl)cc2)n1Cc1ccccc1	-14	-9	1	0	16	-4	-12[20 µM]	2	-8
Cc1ccc(C(=O)/C=C/c2ccc(-c3ccccc3[N+](=O)[O-])o2)cc1	-7	0	1	-78	0	6	-8[20 µM]	-5	5
COc1ccc(C(C(=O)NC2CCCCC2)N(CC2CCCO2)C(=O)CNC(=O)c2ccco2)cc1 (stereo not given)	8	-7	3	16	-2	-1	-28	-1	-6
O=C(N/N=C/c1cccnc1)C12CC3CC(CC(C3)C1)C2	1	6	1	9	7	0	-13	-7	-4
O=C(N/C=N/OCc1cccc(C(F)(F)F)c1)N1OC[C@@H]2COc3ccc4ccccc4c3[C@@H]21	-6	-22	-4	20	-10	2	-22[20 µM]	-4	0
O=C(Nc1nnc(C2CCCC2)s1)C1CCN(S(=O)(=O)c2ccc(Cl)cc2)CC1	-13	-6	5	16	-10	-2	-15[20 µM]	-10	-2
CCC(C)(C)NC(=O)c1ccc(Br)o1	-8	-4	-1	-9	-2	0	-15	-2	2

Record cards (already shown). Values in the order: NCF1 inh	EBV gp42 inh	Runt-SMMHC FRET	m-calpain inh	TbHK1 inh	Runt-CBFb FRET	Furin inh	RBBP9 inhibitor	p97 ATPase inh
`COc1cc(C(=O)NCCCN2CCCC2=O)cc(OC)c1OC` is listed with -10	5	-3	-6	0	1	-16[20 µM]	-1	0
`Cn1c(CNC(=O)c2ccco2)nnc1SCC(=O)N1c2ccccc2Sc2ccccc21` is listed with -7	-29	4	0	-7	-1	-18[20 µM]	-4	3
`COc1ccc(C(C(=O)NC2CCCCC2)N(CC2CCCO2)C(=O)CNC(=O)c2ccco2)cc1` (stereo not given) is listed with 8	-7	3	16	-2	-1	-28	-1	-6
`CCCN1C2CCCC1CC(NC(=O)c1cc(OC)c(OC)c(OC)c1)C2` (stereo not given) is listed with 3	-11	0	6	0	-1	-17	-5	8
`Oc1ccc(Cl)cc1C1=NNC(c2ccc(Cl)cc2)C1` (stereo not given) is listed with -37	-11	-5	-36	-9	1	-29	-15	5

Next part
SMILES	NCF1 inh	EBV gp42 inh	Runt-SMMHC FRET	m-calpain inh	TbHK1 inh	Runt-CBFb FRET	Furin inh	RBBP9 inhibitor	p97 ATPase inh
COc1ccc(C)cc1N/C(N)=N/c1nc(C)cc(C)n1	2	1	-4	-14	3	0	-19	-3	5
COc1ccc(NC(=O)/C(C#N)=C/c2ccc(OCc3ccccc3F)cc2)cc1	5	-7	4	26	6	2	1	-8	-5
COc1ccc(OCc2nn3c(-c4ccccn4)nnc3s2)cc1	-11	-22	-1	-16	-7	3	-2	15*	-3
O=C(c1ccccc1)c1sc(N2CCOCC2)nc1-c1ccccc1	-1	-7	1	5	-20	4	-2	0	2
OCC1(Cc2ccccc2)CCN(Cc2ccccn2)CC1	-6	-16	1	-31	-3	2	-21	4	5
Cc1csc(NC(=O)CN2C(=O)c3ccccc3C2=O)c1C(N)=O	-7	-13	-2	10	-1	1	-16	-10	-1
Cc1cc(C)n(CCN(C)C(=O)CCc2nnc(-c3ccc4c(c3)OCO4)o2)n1	-14	13	-5	-7	1	-2	-20	-4	1
CN(C)CCCNCCNC(=O)/C=N\O	-5	2	3	19	-4	-1	-23[20 µM]	-10	1
N#Cc1c(Cl)nc(N/N=C/c2ccccc2)c(Cl)c1Cl	-15	-17	5	-141	-16	6	-13	-2	4
COc1ccccc1CNC(=O)c1ccc(OC(C)C)cc1	-9	-8	2	12	-7	1	-23	3	0
Cc1nnc2c3ccccc3c(-c3cccs3)nn12	16	6	4	-2	-3	-2	-33	-6	3
O=C(CN1CCN(S(=O)(=O)c2ccc(Br)cc2)CC1)N/N=C/c1cccs1	-6	2	-5	25	-8	0	-20	-5	-3
CCN(C(=O)CN1C(=S)NC(C)(C)CC1C)c1ccc(C)c(C)c1 (stereo not given)	-4	-4	4	-3	-3	1	-20	3	3
O=C1NCCN/C1=C\C(=O)c1ccc(Cl)cc1	-3	1	-2	9	-19	2	-6	-11	-5
Cc1cc(-c2nnc(CCC(=O)NC(C)c3cccc4ccccc34)o2)no1 (stereo not given)	-10	-10	0	3	-1	0	-14	-5	9
Cc1cccnc1CN1CCN(C(=O)CCc2nnc(CCc3ccccc3)o2)CC1	2	1	-2	9	2	0	-8	-6	-8
CC(=O)N(Cc1nc2sc(C)c(C)c2c(=O)[nH]1)C1CCCC1	-4	-10	-2	-9	-3	1	-26	2	2
O=C(COC(=O)CCc1ccc(S(=O)(=O)N2CCOCC2)cc1)Nc1cccc(Cl)c1	-3	-11	2	13	10	0	-17	-8	4
CCCNC(=O)c1cccc(Cn2cc(Br)c([N+](=O)[O-])n2)c1	9	5	1	31	-2	-1	-18	-14	-11
Cc1c(C(=O)O)sc2nc(SCC(=O)Nc3ccc(S(=O)(=O)NC(C)(C)C)cc3)[nH]c(=O)c12	-4	-6	-7	-12	-5	-1	-17	-5	3
Cc1cc(C)nc(N2CCC(C(=O)NCc3cccc(C(F)(F)F)c3)CC2)n1	8	-15	1	10	0	0	9[20 µM]	-1	2
COc1ccccc1C(=O)N1CCN=C1SCc1cccnc1	-9	3	-3	-16	2	0	-21[20 µM]	2	0
O=C(CNC1CCCCC1)NCC1(c2ccccc2)CCCC1	-2	-33	4	-21	4	-12	-24	6	-1
CCN1CCN(C2=CC3=CC(=C(C#N)C#N)CCC3CC2)CC1 (stereo not given)	-70	-251	86*	61*	10	-115	28*	-2	-4
FC(F)(F)COc1ccc(-n2ccnc2)nn1	2	-6	1	27	8	-2	-10	-7	7
CC(=O)Nc1nc2c(F)cccc2s1	nt	nt	nt	nt	-7	nt	-32	2	-1
O=C(CSc1ncnc2c1oc1ccccc12)Nc1nc2ccccc2s1	-27	-20	2	-8	-19	1	-29	-6	-1
Clc1ccc(Oc2cccc(/C=N/n3cnnc3)c2)cc1	-6	-6	1	26	3	1	-24	-3	-1
Cc1ccccc1-n1nc(C)c(N=O)c1N	2	-11	-1	22	-5	10	-23	-12	-1
O=C(c1ccc(C#CC2(O)CCCCC2)cc1)N1CCN(Cc2ccccc2)CC1	-20	-22	1	-1	-10	-3	-13[20 µM]	4	-4
N#CCC1c2ccccc2CCN1C(=O)Nc1ccc(Cl)cc1 (stereo not given)	2	6	0	40	2	-1	-32[20 µM]	0	2
COC(=O)CCC(=O)NC(=S)Nc1c(C)cccc1C	-7	-3	2	-22	1	1	-19	-1	7
O=C(O)C1=NN(c2ccccc2)C(=O)C1	-2	3	1	-16	-4	0	-20	-3	6
CCN(CC#CCC1(O)c2ccccc2-c2ccccc21)CCO	-9	-12	-8	-30	-2	11	-20[20 µM]	-1	-1
O=C(COC(=O)Cc1cccc(C(F)(F)F)c1)NCC1CCCO1 (stereo not given)	65*	-8	-5	21	6	0	1[20 µM]	-5	-4
c1ccc2nc(-c3ccc4c(c3)OCO4)ccc2c1	-2	-6	0	-103	-14	-2	-14	1	0
C/C(Cc1ccccc1)=N\NC(=O)CNC(=O)c1ccccc1Br	-4	-4	0	-19	30	-1	-7	-12	-2
Cc1ccccc1NC(=O)COC(=O)CN1C(=O)NC(C)(C)C1=O	5	-14	3	-12	-2	2	-13[20 µM]	0	2
COc1cc(-c2nnc(SC/C=C/c3ccccc3)n2N)cc(OC)c1OC	0	-5	-4	1	-4	-1	-17[20 µM]	-5	-2
Oc1ccc(F)cc1-c1cc(-c2ccc3c(c2)OCCO3)n[nH]1	-10	2	0	13	0	-3	-10[20 µM]	-7	1
O=C(NC1CCCC1)C(c1ccc(F)cc1)N(Cc1ccc(F)cc1)C(=O)CCl (stereo not given)	-10	-6	-2	-7	35	-2	-14	-9	2
Fc1ccc(NC(=S)N/N=C/c2ccc(F)c(F)c2)cc1	-1	0	-2	-14	0	2	-26	-11	-3
Cc1ccc(-c2csc3ncnc(SCC(=O)NCc4ccc5c(c4)OCO5)c23)cc1	-35	-33	-3	-15	3	0	-13	-4	-4
COc1ccnc(Oc2ccc(F)cc2)c1C#N	-7	1	-3	12	0	0	-4	-5	1
COc1ccccc1C(=O)Nc1cc2cc(Br)ccc2oc1=O	21	-6	-4	33	1	-4	-21[20 µM]	6	4
